High-throughput results from PubChem BioAssay.
FECH block: inhibitors of human ferrochelatase | calls only at 10 µM (by protocol) | hit rate 3.3% among 20,000 | purified FECH, Ni-mesoporphyrin absorbance 550 nm;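 active = enzyme reaction rate more than 3 SD below the solvent-only control wells on the same plate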;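 also: lower slope than DMSO wells means FECH inhibition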
Target sequence (P22830 whole entry, looked up): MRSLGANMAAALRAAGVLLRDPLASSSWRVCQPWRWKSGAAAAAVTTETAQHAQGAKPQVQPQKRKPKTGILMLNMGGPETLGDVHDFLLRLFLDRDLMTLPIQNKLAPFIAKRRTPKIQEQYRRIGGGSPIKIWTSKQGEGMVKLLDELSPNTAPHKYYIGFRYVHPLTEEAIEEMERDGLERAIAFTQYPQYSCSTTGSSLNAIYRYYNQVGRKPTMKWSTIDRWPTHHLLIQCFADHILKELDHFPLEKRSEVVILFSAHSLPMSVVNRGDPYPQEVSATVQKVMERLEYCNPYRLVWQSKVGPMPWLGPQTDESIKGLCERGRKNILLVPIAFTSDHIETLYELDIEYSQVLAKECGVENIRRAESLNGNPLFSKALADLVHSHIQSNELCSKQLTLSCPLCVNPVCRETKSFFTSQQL
Calls only; i = inactive; + = active, no number. Not all compounds are listed; the hit share may differ from the screen's.

FECH block	SMILES
i	COc1ccccc1-c1cccc(C(=O)N2CCc3[nH]ncc3C2)c1
i	Cc1cc(N(C)C)nc(Nc2ccc(NC(=O)c3ccc(C)c(C)c3)cc2)n1
i	Cc1ccccc1CNC(=O)c1cccn1-c1nnc(N2CCCCC2)s1
i	COc1ccc(CNc2nc3nc(CNc4ccc(OC)cc4)cc(=O)n3[nH]2)cc1
i	Cc1nc(CCC(=O)N2Cc3cnn(Cc4ccc(F)cc4)c3C2)n[nH]1
i	O=S(=O)(NCc1nc2cccnc2n1C1CCCCC1)c1cccc(Cl)c1
i	CC(=O)Nc1cc(-c2nc(-c3ccc4c(c3)Sc3ccccc3C(=O)N4C)no2)ccc1C
i	O=c1cc(CN2CCN(c3ccccc3)CC2)nc2nc(NCc3ccc(Cl)cc3)[nH]n12
i	c1cn(-c2cc3c(cc2-n2cnnc2)OCCO3)cn1
i	Cc1cc(CC(C)NC(=O)CN2CCCN(C)CC2)n[nH]1 (configuration not stated)
i	CCc1c(C)nc2ncnn2c1Sc1ccc(NC(=O)c2cccc(OC)c2)cc1
i	CCCc1c(C)nc2ncnn2c1Sc1ccc(NC(=O)c2cccs2)cc1
i	Cn1c(=O)c2c(-c3ccccc3Cl)c(NCCc3ccccc3)oc2n(C)c1=O
i	c1ccc(-c2ncn(CC3CCCO3)c2-c2ccc(-n3cncn3)cc2)cc1 (configuration not stated)
i	O[C@@H]1CN(c2ncccc2Cl)CC[C@H]1N1CCN(c2ccccn2)CC1
i	COc1nc(C)cc(C)c1CNC(=O)CC1NC(=O)c2ccccc21 (configuration not stated)
i	CCN1C(=O)C2CCCCN2c2ccc(C(=O)N3CCN(c4ccccc4)CC3)cc21 (configuration not stated)
i	Cc1nc2c(c(=O)[nH]1)CCN(C(=O)c1ccc(CN3CCC(C)CC3)o1)C2
i	C=CCn1ccnc1-c1cc(Cl)c(OC)c(OC)c1
i	CCn1c(C2CCN(C(=O)COCC(F)(F)C(F)F)CC2)n[nH]c1=O
+	Cc1ccc(-c2cc(C(=O)Nc3ccc(S(N)(=O)=O)cc3)no2)cc1C
i	CCC(=O)NCc1nc2cccnc2n1CCOC
i	CC(C)n1cnc2nc(CSc3ccccc3NC(=O)COc3ccccc3Cl)cc(=O)n21
i	COc1ccc(Nc2cc(C)nc(Nc3ccc(NC(=O)C(C)C)cc3)n2)cc1
i	COc1ccc(S(=O)(=O)NCCn2c(-c3ccc(C)cc3)nc3cccnc32)cc1
i	CSc1nc(-c2ccccc2)c(C#N)c(N2CCN(c3ccccc3)CC2)n1
i	COc1cc(NC(=O)C2CCN(c3ccc(-c4cccs4)nn3)CC2)cc(OC)c1
i	Cn1nccc1C(=O)N1CCC(N2CCCC(C(=O)NC3CC3)C2)CC1 (configuration not stated)
i	CCOC(=O)Cn1c(=O)n(-c2ccc(F)cc2)c2nc(-c3ccc(OC)cc3)nc(C(N)=O)c21
i	C=C(C)CN(C)Cc1ccc(C(=O)Nc2ncccc2C)cc1
i	COc1cc(NC(=O)C2CCCN(c3ccc(-c4ccc(C)cc4)nn3)C2)cc(OC)c1 (configuration not stated)
i	CCn1c(C2CCCN(Cc3ccc(-n4cncn4)cc3)C2)nn(C)c1=O (configuration not stated)
i	Cc1ccc(S(=O)(=O)N2CCN(Cc3nc4cccnc4n3-c3ccccc3)CC2)c(C)c1
i	CCn1cc(CN(Cc2sc(C)nc2C)C(C)C)cn1
i	Cc1nn(C)cc1-c1ccnc(N2CCC(c3nc4ccc(F)cc4[nH]3)CC2)n1
i	CCOc1ccccc1NC(=O)CN1CCCN(Cc2cccc(F)c2)S1(=O)=O
i	O=C(Nc1nc2n(n1)C(c1ccccc1Cl)C=C(c1ccccc1)N2)c1cccnc1 (configuration not stated)
i	CN(C)c1ccc(NC(=O)c2nc3ccccc3n(C)c2=O)cc1
i	CN(CC1Cc2ccccc2O1)S(=O)(=O)NCc1ccccc1 (configuration not stated)
i	Cc1ccsc1CN(Cc1ccc(Sc2nncn2C)o1)C1CCCC1
i	Cc1ncsc1CN1CCCCC1CCN(C)C (configuration not stated)
+	CC(C)(C)c1ccc(-c2nc3nc(CNc4ccccc4F)cc(=O)n3[nH]2)cc1
i	Cc1cc(Cn2cnc(-c3ccccc3)c2COCc2ccccc2)ccn1
i	Cc1ccc(S(=O)(=O)N2CCN(c3nc(C)cc(N4CCN(C)CC4)n3)CC2)c(C)c1
i	Cc1cc(C)n(CCNC(=O)c2cc(-c3ccccc3)n[nH]2)c(=O)n1
+	Cc1cccc(N(Cc2nc3nc(C)cc(C)n3n2)C(=O)c2cccc(Cl)c2)c1
i	COc1ccc(S(=O)(=O)Nc2ccc(Sc3c(C)c(C)nc4ncnn34)cc2)cc1
+	CC(C)NC(=O)[C@@H]1C[C@H](N)CN1C(=O)c1cccc2c3c([nH]c12)CCCC3
i	CC(C)CNc1nc(Nc2ccc(Cl)cc2)c2cnn(-c3ccccc3)c2n1
i	CC(=O)Nc1nc2n(n1)C(c1ccc(F)cc1)C=C(c1ccc(Cl)cc1)N2 (configuration not stated)
i	O=C(c1cc(COc2cccc(F)c2)[nH]n1)N1CC(O)C1
i	CCCn1c(CNS(=O)(=O)c2cc(C)cc(C)c2)nc2cccnc21
i	CC(C)C1=NOC(C(=O)NC2CCN(S(C)(=O)=O)CC2)C1 (configuration not stated)
i	CCN(CC(=O)Nc1cccc(F)c1C)Cc1cnn(CC)c1
i	COCCN(Cc1cccs1)C(=O)[C@H](N)c1ccccc1
i	CCc1[nH]c2c(CNC(=O)Nc3c(C)noc3C)cc(C)cc2c1C
i	CCc1ncc2c(n1)CN(C(=O)c1ccc3c(c1)nnn3C)C2
i	CCCNc1ncc(CN2CCN(c3nccc4ccccc34)CC2)cn1
i	CN1CCN(C(=O)c2ccc3ncccc3c2)CC1=O
i	CN(Cc1cccnc1)C(=O)c1coc(COc2cccc3cnccc23)n1

16 neighbouring records from above, for reference:
FECH block	SMILES
i	COc1cc(NC(=O)C2CCCN(c3ccc(-c4ccc(C)cc4)nn3)C2)cc(OC)c1 (configuration not stated)
i	CCn1c(C2CCCN(Cc3ccc(-n4cncn4)cc3)C2)nn(C)c1=O (configuration not stated)
i	Cc1ccc(S(=O)(=O)N2CCN(Cc3nc4cccnc4n3-c3ccccc3)CC2)c(C)c1
i	CCn1cc(CN(Cc2sc(C)nc2C)C(C)C)cn1
i	Cc1nn(C)cc1-c1ccnc(N2CCC(c3nc4ccc(F)cc4[nH]3)CC2)n1
i	CCOc1ccccc1NC(=O)CN1CCCN(Cc2cccc(F)c2)S1(=O)=O
i	O=C(Nc1nc2n(n1)C(c1ccccc1Cl)C=C(c1ccccc1)N2)c1cccnc1 (configuration not stated)
i	CN(C)c1ccc(NC(=O)c2nc3ccccc3n(C)c2=O)cc1
i	CN(CC1Cc2ccccc2O1)S(=O)(=O)NCc1ccccc1 (configuration not stated)
i	Cc1ccsc1CN(Cc1ccc(Sc2nncn2C)o1)C1CCCC1
i	Cc1ncsc1CN1CCCCC1CCN(C)C (configuration not stated)
+	CC(C)(C)c1ccc(-c2nc3nc(CNc4ccccc4F)cc(=O)n3[nH]2)cc1
i	Cc1cc(Cn2cnc(-c3ccccc3)c2COCc2ccccc2)ccn1
i	Cc1ccc(S(=O)(=O)N2CCN(c3nc(C)cc(N4CCN(C)CC4)n3)CC2)c(C)c1
i	Cc1cc(C)n(CCNC(=O)c2cc(-c3ccccc3)n[nH]2)c(=O)n1
+	Cc1cccc(N(Cc2nc3nc(C)cc(C)n3n2)C(=O)c2cccc(Cl)c2)c1

(listing goes on)
FECH block	SMILES
i	Cc1ccccc1CNC(=O)CCn1cnc2onc(-c3cc(F)cc(F)c3)c2c1=O
i	CCn1ncc(Cl)c1C(=O)NC(c1nccn1C)C1CC1 (configuration not stated)
i	OC[C@H]1CCN(Cc2c(-c3ccc(F)cc3)nc3ccccn23)C[C@H]1O
i	c1ccc(Cc2n[nH]c(Cn3nc4ccccc4n3)n2)cc1
i	Cc1cccc(-c2ccc(C(=O)O)c(N3Cc4cnn(CCO)c4C3)n2)c1
i	COc1ccc(CNC(=O)c2cccn2-c2nnc(N3CCCCC3)s2)c(OC)c1
i	Cc1ccc(-c2n[nH]c(CCc3ccccc3)n2)cc1N1CCNC1=O
i	CCOC(=O)Cn1c(=O)n(-c2ccc(C)c(C)c2)c2nc(-c3ccc(C)c(C)c3)nc(C(N)=O)c21
i	CN(Cc1ccc(Sc2nncn2C)o1)C1Cc2ccccc2C1
i	OCCNc1nc(Nc2ccc(Cl)cc2)c2cnn(-c3ccccc3)c2n1
i	COc1ccc2cc(CN3CCCN(c4ccncc4)CC3)c(=O)[nH]c2c1
i	CCCCNC(=O)C1CCC(Cn2c(=O)c3sccc3n(CC(N)=O)c2=O)CC1 (configuration not stated)
i	CC(C)c1cc(C2CCN(C(=O)C(C)n3ccnc3C(C)C)CC2)[nH]n1 (configuration not stated)
i	O=C(O)c1cccnc1CN(Cc1ccccc1)[C@@H]1CCCC[C@H]1O
i	Cc1cc(C(=O)N2CC[C@H](N(C)C)C2)c2cccc(C)c2n1
i	CCN1CCN(c2nc(Nc3ccc(F)cc3)c3cnn(-c4ccccc4)c3n2)CC1
i	CCC1CN(C(=O)CCc2n[nH]c(C)c2C)CCN1C(C)C (configuration not stated)
i	Cc1cccc(NC(=O)NCCn2c(-c3ccncc3)nc3cccnc32)c1
i	CCCc1n[nH]c(=O)n1[C@@H](CC)c1ccccc1
i	COCCn1c(CNC(=O)CCc2ccc(OC)cc2)nc2cccnc21
i	COc1cccc(-c2cc(N3CCN(S(=O)(=O)c4ccc(CC(C)C)cc4)CC3)ncn2)c1
i	Cc1cccc(CN2CC=C(C(=O)Nc3ccc(C)c(Cl)c3)CC2)c1
i	Cc1cc(CC(C)NC(=O)c2cc(C(C)C)no2)n[nH]1 (configuration not stated)
i	Cc1oc(-c2ccccc2Cl)cc1C(=O)NCCN1CCNC1=O
i	CN1CCN(S(=O)(=O)c2ccc3c(c2)CCN3C(=O)CCC(=O)N2CCOCC2)CC1
i	Cc1ccc(-c2cc(O)c3c(c2)CN(C(=O)C2CCN(C)C2)CCO3)s1 (configuration not stated)
i	Cc1ccc(-n2ncc3c(-n4nc(C)cc4NC(=O)c4ccccc4C)ncnc32)c(C)c1
i	CCc1cnc(C)nc1N1CCN(c2ncccn2)CC1
+	CCOC(=O)CCc1c(C)nc2nc(CNc3ccc(Cl)cc3)[nH]n2c1=O
i	Cc1ccc(-c2ncc3c(=O)n(Cc4ccncc4)c(=O)n(C)c3n2)cc1
i	Cc1nnnn1CCCN1CCC(Cc2cccc(C(=O)O)c2)CC1
i	Cc1n[nH]c(C)c1Cc1n[nH]c(=O)n1CC1CCCCC1
i	COc1ccc(Nc2cc(C)nc(Nc3ccc(NC(=O)c4cc(Cl)ccc4OC)cc3)n2)cc1
i	O=C(c1cccc2ccnn12)N(CCO)Cc1nccs1
i	Cc1ccccc1C1CCCN1C(=O)c1cnn2ccn(C)c12 (configuration not stated)
i	Cn1nc(C(=O)NCc2ccccc2)c2c1CCN(C(=O)COc1ccc(Cl)cc1)C2
i	CCOC(=O)Cn1c(=O)n(-c2ccc(F)cc2)c2nc(-c3cccc(F)c3)nc(C(N)=O)c21
i	Cc1csc(CCCNc2cc(N(C)C)ncn2)n1
i	Cc1cc2nc(CSCC(=O)Nc3ccccc3Cl)cc(=O)n2o1
i	O=S(=O)(NCCn1c(C(F)(F)F)nc2cccnc21)c1ccc(F)c(Cl)c1
i	CCc1ccccc1NCc1cc(=O)n2[nH]c(-c3ccccc3C)nc2n1
i	O=C(NC1CC(=O)N(c2ccccc2)C1)c1ccccc1Br (configuration not stated)
i	CC(Cc1ccccn1)NC(=O)c1cc(-c2ccncc2)nc2ccccc12 (configuration not stated)
i	COc1ncccc1CN1CCN(c2cc(-c3nc(C)no3)ccn2)CC1
i	CCNC(=O)[C@@H]1C[C@@H](N)CN1C(=O)CCN1CCCCO1
i	CN(C)C(=O)c1ccc2c(c1)N(CC(=O)NCc1ccccc1Cl)C(=O)C1CCCCN21 (configuration not stated)
i	COc1ccc(CCn2nc(C(=O)O)c3c2CCN(C(=O)C2CCC2)C3)cc1
i	CCc1ccc(NC(=O)CN2CCCN(Cc3ccc(Cl)cc3)S2(=O)=O)cc1
i	COc1ccc(OC)c(S(=O)(=O)N2CCN(c3cc(-c4ccc(C)cc4)ncn3)CC2)c1
i	O=C(c1cccc2cccnc12)N1CCn2cncc2C1
i	Cc1cc(C)n2nc(CN(Cc3ccccc3)S(=O)(=O)c3ccccc3)nc2n1
i	Cc1nn(-c2cc(N3CCCC3)ncn2)c(C)c1CCC(=O)NCc1ccccc1Cl
i	Cc1cc(C)c2nc(N3CCCC(C(=O)NCCc4ccc(S(N)(=O)=O)cc4)C3)sc2c1 (configuration not stated)
i	NC(=O)c1cccc(CC2CCN(C(=O)Cc3ccc(F)c(F)c3F)C2)c1 (configuration not stated)
i	Cc1oc2ncnc(N3CCCCC3)c2c1C(=O)Nc1ccc(S(N)(=O)=O)cc1
i	Cc1cccnc1CN1CCN(C(=O)c2cnn3ccn(C)c23)CC1
i	CC(c1cccc(-c2ccc(-c3nc(C4CC4)no3)cn2)c1)N1CCCC1 (configuration not stated)
i	CC(C)Cc1cc(C(=O)N2CCN(C)C(c3ccccc3)C2)nc(=O)[nH]1 (configuration not stated)
i	O=C(CN1CCOc2ccccc2C1)N1CCC(Oc2ncccn2)CC1
i	CCOc1ccc(C2CC(=O)NCc3nc4cc(C)ccn4c32)cn1 (configuration not stated)

(more compounds)
FECH block	SMILES
i	COc1ccc(-c2nc(CN(C)Cc3nncn3C)c(C)o2)c(C)c1C
i	Cc1cccc(C(C(=O)NCc2nnc3n2CCCCC3)N(C)C)c1 (configuration not stated)
i	Cc1cccc(NC(=O)NCCc2nc3cccnc3n2C2CCCCC2)c1C
i	CN1CCn2nc(C(=O)NCCSc3cn[nH]n3)cc2C1
i	CC(C)c1nc(CN(C)Cc2cncn2C)no1
i	O=S(=O)(c1ccccc1)n1cccc1CN1CC[C@H]2CC[C@@H](C1)N2
i	OCCNc1cc(N2CCN(Cc3cccc4nsnc34)CC2)ncn1
i	CCOCCCNC(=O)c1cccn1-c1nnc(N2CCCCC2)s1
i	CCc1[nH]c2c(CNC(=O)Cc3ccn(C)c3)cc(C)cc2c1C
i	O=C(NC1CC(=O)N(c2ccccc2)C1)c1ccc(S(=O)(=O)N2CCOCC2)cc1 (configuration not stated)
i	CN(Cc1cc2cc(F)ccc2[nH]1)C(=O)C1(Cn2cccn2)CC1
i	Cc1ccc(NC(=O)CN2C(=O)CN(C)C(=O)c3ccccc32)cc1N(C)C
